Vif-APOBEC3G blk – qHTS for Inhibitors of Vif-A3G Interactions: qHTS | 410,000 compounds, 0.076% hits | DNA dC->dU-editing enzyme APOBEC-3G (Homo sapiens), Q9HC16 | Potency, µM (doses to about 46.1 µM), without a hit: at the top dose activity, negative = active, usual class: inhibitors | HeLa A3G-eYFP + Vif (tagged APOBEC3G with the HIV-1 protein that degrades it), YFP fluorescence, overnight;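 also: potency is read from the fitted curve at half-maximal effect; % is scaled to controls: 0 for no effect and ±100 for the full control effect; nearly all actives have a fitted effect of over 60% in size; hits raise eYFP signal because A3G escapes Vif-driven loss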
Target sequence (Q9HC16 whole entry, looked up): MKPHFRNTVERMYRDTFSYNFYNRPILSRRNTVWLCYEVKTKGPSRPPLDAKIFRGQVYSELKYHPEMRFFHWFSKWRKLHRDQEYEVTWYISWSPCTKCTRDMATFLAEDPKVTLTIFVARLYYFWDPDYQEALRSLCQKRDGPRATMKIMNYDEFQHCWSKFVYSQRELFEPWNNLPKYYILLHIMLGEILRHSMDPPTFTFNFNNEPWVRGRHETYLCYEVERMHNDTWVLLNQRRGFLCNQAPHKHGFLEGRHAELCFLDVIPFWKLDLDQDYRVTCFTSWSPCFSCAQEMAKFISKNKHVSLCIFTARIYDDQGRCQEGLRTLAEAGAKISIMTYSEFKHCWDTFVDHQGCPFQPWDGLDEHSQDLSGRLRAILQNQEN
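Read-out is eYFP fluorescence (Ex 488/Em 500-530) from Vif-expressing HeLa A3G-eYFP cells; more signal means A3G escaped Vif-mediated degradation. Cells plated overnight, compound pinned in, incubated overnight at 37 deg C.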
D1 antag – Antagonist of Human D 1 Dopamine Receptor: qHTS. D(1A) dopamine receptor (Homo sapiens), P21728. 360,000 compounds, 3.2% hits. activity change, negative = inhibition, % at 10 µM. HEK293 TREx D1 cells, calcium flux, dopamine EC80; hits give low values; in the data active = activity change below about -30%; also: % is scaled to controls: 0 for no effect and ±100 for the full control effect
Target sequence (P21728 whole entry, looked up): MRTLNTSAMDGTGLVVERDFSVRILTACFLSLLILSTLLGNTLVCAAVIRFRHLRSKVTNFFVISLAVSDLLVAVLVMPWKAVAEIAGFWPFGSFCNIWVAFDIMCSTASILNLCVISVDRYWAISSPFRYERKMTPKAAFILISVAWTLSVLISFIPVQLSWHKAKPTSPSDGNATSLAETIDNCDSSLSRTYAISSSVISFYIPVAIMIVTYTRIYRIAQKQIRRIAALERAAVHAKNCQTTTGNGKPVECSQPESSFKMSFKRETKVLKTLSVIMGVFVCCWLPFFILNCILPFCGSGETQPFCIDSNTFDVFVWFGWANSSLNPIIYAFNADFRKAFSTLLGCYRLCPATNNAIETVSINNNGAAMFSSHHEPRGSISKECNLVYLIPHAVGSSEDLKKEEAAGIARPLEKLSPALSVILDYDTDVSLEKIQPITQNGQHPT
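Compound effects on dopamine-evoked calcium signalling were measured in tetracycline-induced HEK293 Trex D1 cells. Dopamine at EC80 followed a 180 s compound pre-read, and fluorescence was tracked kinetically for 180 s more.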
D1 ag – Allosteric Agonists of the Human D1 Dopamine Receptor: qHTS; AID 504660, 2011; 360,000 compounds, 1% hits; D(1A) dopamine receptor (Homo sapiens), P21728; HEK293 T-REx D1 cells, calcium flux, agonist mode; activation, % at 2 µM; in the data active = activation above about 30%; also: 0% is about no effect
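Tetracycline-induced HEK293 TREx D1 cells, force-coupled to calcium signalling, were dye-loaded with a no-wash calcium kit. Compound was pin-added after a 10 s baseline. Fluorescence was read kinetically at 1 cycle/s for 180 s, with calcium rises flagged as agonism.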
Vif-APOBEC3F blk – qHTS for Inhibitors of Vif-A3F Interactions: qHTS; HeLa A3F-eYFP + Vif (tagged APOBEC3F with the HIV-1 protein that degrades it), YFP fluorescence increase; 390,000 compounds, 0.2% hits; Potency, µM (titrated, usually from 46.1 µM), for the others: top-dose activity, negative = active; also: potency is read from the fitted curve at half-maximal effect; % of control where 0% means no effect; nearly all actives have a fitted effect of over 65% in size
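Fluorescence increase (Ex 488/Em 500-530) after overnight compound treatment at 37 deg C flags inhibition of Vif-driven A3F-eYFP loss in stable HeLa A3F-eYFP/Vif cells seeded overnight beforehand.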
D1 PAM – Potentiators of Human D1 Dopamine Receptor: qHTS. D(1A) dopamine receptor (Homo sapiens), P21728. HEK293 TREx D1 cells, calcium flux, dopamine EC20 potentiation. potentiation, % at 10 µM. 360,000 compounds, 0.036% hits. AID 504651, 2011; in the data active = potentiation above about 30%; also: 0% is about no effect
RXFP1 ag – qHTS Assay for Agonists of the Relaxin Receptor RXFP1; HEK293T-RXFP1 cAMP TR-FRET, 30 min; response scale: percent of porcine relaxin response, buffer zero; Potency, µM (series often up to 57.5 µM), without a hit: at the highest dose activation, actives largely listed as activators; 370,000 compounds, 0.3% hits; AID 2676, 2010; also: potency is read from the fitted curve at half-maximal effect; % is scaled to controls: 0 for no effect and ±100 for the full control effect; nearly all actives have a fitted effect of over 60% in size; many of its hits are not listed in these tables
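HEK293 cells stably expressing RXFP1, treated 30 min at 37C with compounds plus PDE4 inhibitor Ro 20174; cAMP measured by HTRF TR-FRET. Normalized to buffer and 29 nM porcine relaxin; EC50 by Hill fit.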
RXFP1 antag – qHTS Assay for Antagonists of the Relaxin Receptor RXFP1; 350,000 compounds, 0.59% hits; AID 1259400, 2018; HEK293-RXFP1, relaxin-stimulated cAMP HTRF, 30 min; hits give low values; activity change, negative = inhibition, % at 57.5 µM;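 active = activity change of -60% or lower, but not beyond a set lower limit; inconclusive = change between -60% and -40%, or beyond the set limit; inactive = change above -40%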; also: % is scaled to controls: 0 for no effect and ±100 for the full control effect
D2 PAM – HTS Assay for Positive Allosteric Modulators of the Human D2 Dopamine Receptor: Primary Screen for Potentiators; HEK293 T-REx D2, calcium flux, EC20 dopamine potentiation; potentiation, % at 10 µM; 340,000 compounds, 0.34% hits; AID 485347, 2010;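 active = potentiation over 3 SD above the plate norm, cut at about 30% in these data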; also: 0% is about no effect
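Primary screen. Calcium kinetics in induced HEK293 T-REx D2 cells: compound pre-addition 180 s, EC20 dopamine, 180 s more.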
Glioma ERSR ind – qHTS for Inducers of the Endoplasmic Reticulum Stress Response (ERSR) in Human Glioma: qHTS; U87-MG GRP78 promoter luciferase reporter, 16 h; AID 602332, 2012; 420,000 compounds, 0.02% hits; Potency, µM, for the others: at the highest dose activation, hits mostly activators; also: potency is read from the fitted curve at half-maximal effect; series mostly up to about 76 µM; % of control where 0% means no effect; nearly all actives have a fitted effect of over 35% in size
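Stably transfected U87-MG human glioma cells carrying a GRP78-based luminescent sensor were seeded at 1000 cells/well, pin-dosed with compounds and incubated 16 h. Luciferase reagent was then added, and end-point luminescence was read after 10 min at room temperature.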
Starred values were filed as active, the others as inactive; ? = inconclusive; nt = no result given; & = joins results of further samples. Unless noted, calls follow the shape of the dose curve; as a rule, active = well fitted curve in the direction sought with a large enough effect; inconclusive = small, poorly fitted or top-dose-only effect, or another doubt; inactive = no such curve, though single readings can be large; an effect the other way counts as inactive or inconclusive. The list is partial; count on the stated rates, not on these rows.

SMILES	Vif-APOBEC3G blk	D1 antag	D1 ag	Vif-APOBEC3F blk	D1 PAM	RXFP1 ag	RXFP1 antag	D2 PAM	Glioma ERSR ind
CCOc1ccc(NC(=O)c2ccc(F)c(S(=O)(=O)N(CC)Cc3ccccc3)c2)cc1	13.0%	-20.7	1.7	-10.8%	-1.2	1.2%	-21.7	9.8	-0.5%
COc1ccccc1CC(=O)Nc1ccc(Cl)cc1C(=O)O	-9.9%	2.0	0.9	-8.0%	-7.0	2.8%	2.1	9.0	-1.8%
CC1CCN(CC2C(=O)O[C@@H]3C[C@@]4(C)CCC[C@H](C)C4=C[C@H]23)CC(C)(C)C1 (stereo partly drawn)	-16.7%	2.9	2.4	2.0%	-10.7	-3.6%	1.1	nt	-7.4%
O=C(C(Cl)Cl)N1CC2CCC(CC2)C1	0.8%	nt	nt	1.8%	nt	nt	-4.5	nt	-2.5%
Cc1ccc(NC(=O)CO/N=C(\N)c2nonc2N)cc1	1.1%	-11.6	5.2	-5.7%	-1.1	2.4%	5.9	-2.8	-0.3%
O=C(CCC1CCCN(Cc2cccc3c2OCO3)C1)NCc1ccc(F)c(F)c1 (stereo not drawn)	0.9%	-1.4	3.1	3.7%	-3.6	0.7%	-11.2	-18.7	-2.2%
CC#CC[N+](C)(C)CCCCCCCC	6.1%	-0.4	2.1	6.1%	3.6	4.2%	-14.6	0.1	-5.8%
Cc1cc(O)cc(C)c1NS(=O)(=O)c1ccc2ccccc2c1	-4.3%	-1.1	2.8	2.4%	-5.3	-0.7%	7.9	-0.6	-4.7%
O=C(O)C[C@@H](CNC(=O)COc1ccc2ccc(=O)oc2c1)c1ccc(Cl)cc1	2.1%	8.4	1.1	-12.7%	-3.1	2.2%	-4.0	0.1	-0.2%
COc1ccc(OC)c(C2C(C(=O)N(C)C)=C(C)Nc3nc4ccccc4n32)c1 (stereo not drawn)	-1.4%	1.6	1.2	0.4%	12.2	0.2%	-11.2	-1.4	-0.1%
O=C(Cc1ccccc1)Nc1c(C(=O)Nc2ccccc2F)oc2ccccc12	-3.7%	0.0	1.9	0.4%	-0.5	11.5%	nt	-9.5	-1.3%
CCOCCCn1c(SCC(=O)Nc2oc(C)c3c(C)n[nH]c(=O)c23)nnc1-c1ccncc1	2.4%	11.7	2.0	-2.9%	1.0	20.5%	28.1	14.9	-5.0%
CCCCOC(=O)NS(=O)(=O)c1sc(CC(C)C)cc1-c1ccc(Cn2c(CC)nc3c(C)cc(C)nc32)cc1	nt	16.7	10.1	nt	3.2	2.7%	nt	-3.7	?
CCc1ccc(NC(=O)Cn2c(-c3cncs3)nc3ccccc32)cc1	-3.2%	1.4	-0.5	-13.2%	0.8	0.9%	-20.8	nt	0.8%
C=C1CC[C@@H]2[C@](C)(CO)[C@H](O)CC[C@@]2(C)[C@@H]1/C=C/C1=CCOC1=O	0.3%&1.9%	-9.7	4.1	4.7%	-2.4	3.8%	1.3	11.1	-2.5%&-3.1%

More structures
SMILES	Vif-APOBEC3G blk	D1 antag	D1 ag	Vif-APOBEC3F blk	D1 PAM	RXFP1 ag	RXFP1 antag	D2 PAM	Glioma ERSR ind
COc1ccccc1CNC(=O)CSc1ccccc1	-5.7%	nt	-2.2	-6.4%	-3.3	0.5%	-29.8	-8.7	5.0%
NS(=O)(=O)c1cccc(NC(=S)NCc2ccccc2)c1	4.6%	0.5	8.7	-12.9%	-6.2	0.8%	2.3	3.9	-3.6%
Cn1cnc2c(=O)oc3ccc(S(=O)(=O)N4CCN(c5ccccc5F)CC4)cc3c21	3.0%	-6.1	-0.5	1.3%	-1.9	?	-3.0	-0.7	-0.1%
Cc1nn(-c2ccccc2)c(C)c1C(=O)NCc1ccc(S(N)(=O)=O)cc1	2.6%	-1.8	6.0	9.3%	-3.4	0.7%	3.5	3.6	3.7%
Cc1n[nH]c(C)c1N=Nc1ccc(Br)cc1	-15.4%	-23.7	3.1	0.6%	-5.7	2.7%	-5.5	5.3	8.4%
CCCC(=O)NC(C)c1nc2ccccc2n1CC (stereo not drawn)	-0.6%	0.3	2.0	-2.6%	-8.2	1.5%	0.1	11.0	-2.6%
COc1cccc2c1cc1c(=O)n(CC(=O)NCc3ccccn3)nc(C)n12	5.0%	5.0	1.3	1.1%	10.3	?	3.7	2.0	-3.7%
Fc1ccc(NC(=S)NCCc2ccccc2)c(F)c1F	?	3.5	-0.8	-7.8%	-0.3	-1.0%	4.4	0.6	2.4%
C=CCOCCN(C)C1=NS(=O)(=O)c2ccccc21	1.1%	-2.8	1.8	8.3%	-8.2	1.2%	-0.2	-6.3	10.3%
O=C(Nc1nccs1)c1nc[nH]c1C(=O)N1CCc2ccccc2C1	-2.9%	nt	-1.2	-3.7%	2.2	-0.1%	nt	4.0	-4.3%
O=C(COc1ccccc1Cl)Nc1ccc(S(=O)(=O)N2CCOCC2)cc1	0.2%	3.4	5.7	4.1%	-3.5	-1.0%	-29.9	-7.4	-5.0%
O=C(NCC(c1cccnc1)N1CCN(c2ccc(F)cc2)CC1)c1cccc(Cl)c1 (stereo not drawn)	3.1%	3.2	0.8	3.9%	-7.7	-0.4%	-10.6	-1.0	-8.2%
CCOCCCNc1ncnc2onc(C)c12	-0.7%	-14.3	6.8	-5.0%	-1.2	8.1%	nt	4.2	-3.9%
Cn1c(=O)c2c(nc3n2CC(O)CN3c2ccccc2)n(C)c1=O (stereo not drawn)	0.0%	nt	nt	3.2%	nt	nt	7.1	nt	-3.8%
CCOC(=O)c1c(NC(=S)NC(C)=O)sc(C)c1C	-0.4%	-9.8	-0.3	0.1%	-1.6	4.1%	-12.7	1.7	-4.8%

Limited to Glioma ERSR ind, RXFP1 antag and RXFP1 ag, for two of the compounds above:
compound	Glioma ERSR ind	RXFP1 antag	RXFP1 ag
COc1ccccc1CNC(=O)CSc1ccccc1	5.0%	-29.8	0.5%
NS(=O)(=O)c1cccc(NC(=S)NCc2ccccc2)c1	-3.6%	2.3	0.8%

Next section
SMILES	Vif-APOBEC3G blk	D1 antag	D1 ag	Vif-APOBEC3F blk	D1 PAM	RXFP1 ag	RXFP1 antag	D2 PAM	Glioma ERSR ind
COc1ccc(C(=O)NCCOc2cccc(Oc3ccccc3)c2)cc1OC	0.2%	-43.7*	14.5	4.2%	-5.1	0.5%	3.0	-16.0	-0.7%
CCc1nn(CCCC(=O)N2CCN(c3cc(Cl)ccc3C)CC2)c(=O)c2cc3occc3n12	5.6%	22.2	-2.7	6.7%	-1.2	-0.9%	nt	1.8	-1.5%
CCOC(=O)Cn1nnc(-c2ccc([N+](=O)[O-])cc2)n1	0.6%	-0.3	3.0	-4.7%	-3.8	-1.8%	-10.7	-4.5	-1.0%
CC(Oc1ccccc1)C(=O)N1CCN=C1SCc1cccc(F)c1 (stereo not drawn)	-15.5%	-12.4	18.7	-3.0%	9.2	1.8%	5.5	nt	-0.4%
Cc1cc(C)n(-c2ccc(C(=O)Nc3cccc(S(=O)(=O)N4CCCC4)c3)cc2)n1	3.7%	-12.2	4.8	-7.3%	-8.6	4.0%	-39.2	0.4	-3.2%
CCOC(=O)/C=C1\SCC(=O)N1CC(=O)NCc1ccc(OC)c(OC)c1	1.1%	2.5	-0.1	-1.4%	1.8	2.3%	-12.9	4.0	-3.0%
C=CCN1C(=O)C2C(C(=O)NC3CCCCC3)C3C=CC2(O3)C1C(=O)NC1CCCC1 (stereo not drawn)	0.0%	-18.5	-1.0	-9.8%	0.7	0.0%	6.9	0.5	-5.9%
CCOc1ccccc1NCc1nnc(-c2ccccc2)o1	-3.9%	-7.4	0.8	-4.1%	-2.6	0.4%	-14.5	16.2	-2.3%
O=C(O)c1ccc(NCc2nc3cc4ccccc4cc3[nH]2)cc1	0.5%	nt	nt	8.2%	nt	nt	-3.9	nt	2.8%
COc1cc(/C=C2\SC(=N)N(c3ccc(F)cc3)C2=O)ccc1O	?	-10.6	12.0	?	-1.8	2.2%	-2.8	-23.2	-1.7%
CCOc1ccc(-c2cnc(NCc3ccc(C(F)(F)F)cc3)n2C)cc1	1.7%	-8.7	2.9	3.5%	-2.5	2.5%	-33.8	-20.8	-1.4%
COCCn1nnnc1CN1CCC(NC(=O)Nc2cccc(OC)c2)CC1	3.5%	-0.8	3.4	2.3%	0.4	0.1%	8.3	3.9	-1.4%
COc1cccc(NC(=O)N2CCCC2C(=O)NCc2ccc(Cl)cc2)c1 (stereo not drawn)	0.2%	11.0	1.1	1.7%	-2.2	0.2%	-6.9	-14.0	-3.9%
O=C(NCc1cccc(F)c1)C1CCC(=O)N(CCCN2CCOCC2)C1 (stereo not drawn)	0.9%	7.8	3.5	2.8%	-4.7	1.3%	-5.9	8.0	-4.1%
Cc1cc(C)c2c(=O)cc(C(=O)Nc3ccccc3Cl)oc2c1	-2.2%	19.5	2.3	1.8%	6.5	1.6%	-0.4	-14.6	-2.2%
